GPR151 ag: activates the human receptor GPR151; Q8TDV0; PathHunter beta-arrestin GPR151 cells, luminescence; activation, % at 11.2 µM; 1% of 650,000 active; AID 1508602; in the data active means activation above about 4.9%;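 further: 0% = median of compound wells and 100% = cells with positive control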
Target sequence (Q8TDV0 whole entry, looked up): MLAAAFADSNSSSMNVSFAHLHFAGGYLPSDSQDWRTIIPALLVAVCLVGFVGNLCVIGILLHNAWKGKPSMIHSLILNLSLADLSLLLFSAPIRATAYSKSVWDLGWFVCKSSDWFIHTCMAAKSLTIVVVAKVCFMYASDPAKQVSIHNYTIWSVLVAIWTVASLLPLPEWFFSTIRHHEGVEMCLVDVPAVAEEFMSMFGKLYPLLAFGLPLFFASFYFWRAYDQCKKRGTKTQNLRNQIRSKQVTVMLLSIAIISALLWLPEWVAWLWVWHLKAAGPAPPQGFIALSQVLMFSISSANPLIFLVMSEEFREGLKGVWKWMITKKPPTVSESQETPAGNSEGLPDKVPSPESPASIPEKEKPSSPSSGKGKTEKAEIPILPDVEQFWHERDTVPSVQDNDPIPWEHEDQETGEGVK
TEAD-YAP inh: TEAD-YAP interaction inhibition | 1.4% of 640,000 active | HEK-TIYL cells, TEAD-Gal4/YAP UAS-luciferase luminescence | AID 1259422 | inhibition, % at 9.12 µM; in the data active means inhibition above about 32%;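 further: 0% = median of test compound wells and 100% = reference inhibitor wells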
FBW7 activator: activators of human E3 ligase FBW7; Q969H0; AlphaScreen FBW7–phospho-cyclin E peptide binding, activator screen; normalized activity (activation), % at 26.1 µM; 0.13% of 650,000 active; AID 1259310; in the data active means normalized activity above about 1.9%;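 further: purified mutant Fbw7 with reduced substrate affinity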
MITF inh: human MITF inhibition, primary screen | O75030 | AlphaScreen MITF homodimerization, bead proximity signal | inhibition, % at 2.6 µM | 0.91% of 650,000 active | AID 1259374; in the data active means inhibition above about 50%;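 further: 0% = vehicle wells with protein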
Target sequence (O75030 whole entry, looked up): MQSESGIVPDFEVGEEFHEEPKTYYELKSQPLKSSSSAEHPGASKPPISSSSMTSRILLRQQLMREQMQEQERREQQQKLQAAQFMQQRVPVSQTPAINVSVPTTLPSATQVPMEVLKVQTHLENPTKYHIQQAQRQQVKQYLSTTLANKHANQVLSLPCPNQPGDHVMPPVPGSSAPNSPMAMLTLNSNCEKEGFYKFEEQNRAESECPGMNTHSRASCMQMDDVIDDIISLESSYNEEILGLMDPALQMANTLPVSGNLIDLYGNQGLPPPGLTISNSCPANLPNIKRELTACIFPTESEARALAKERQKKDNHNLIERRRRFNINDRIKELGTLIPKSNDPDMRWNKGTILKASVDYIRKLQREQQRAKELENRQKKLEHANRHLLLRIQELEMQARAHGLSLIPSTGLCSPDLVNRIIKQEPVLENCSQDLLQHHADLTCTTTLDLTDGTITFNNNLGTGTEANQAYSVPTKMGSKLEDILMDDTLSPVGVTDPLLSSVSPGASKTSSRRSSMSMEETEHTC
* = called active by the depositor.

Letters: A = GPR151 ag; B = TEAD-YAP inh; C = FBW7 activator; D = MITF inh
structure: CN=c1scc(-c2ccccc2)n1/N=C/c1ccsc1
  A: -2.2	B: 99.0*	C: -0.2	D: 29.1
structure: COc1cc2c(cc1OC)CN(CC(O)COC1CCCC1C)CC2 (stereo unspecified)
  A: -0.9	B: 9.4	C: 0.0	D: -4.4
structure: OCc1ccccc1OCc1ccccc1F
  A: -0.5	B: -5.0	C: 0.1	D: 7.0
structure: Cc1ccccc1Oc1cccc(C2CCC(=O)CC2=O)c1 (stereo unspecified)
  A: 1.3	B: -4.8	C: -0.1	D: 11.8
structure: COc1ccccc1Nc1nc(Nc2cccc(C(F)(F)F)c2)nc(N2CCOCC2)n1
  A: 1.9	B: -22.0	C: 0.0	D: 2.9
structure: CC(C)(C)NC(=O)CSc1nnc2c(n1)[nH]c1ccc(Cl)cc12
  A: 1.2	B: -4.6	C: 0.3	D: 5.2
structure: CC(NC1CCN(c2cccc(NC(=O)c3cccnc3)c2)CC1)c1cccs1 (stereo unspecified)
  A: -0.7	B: 0.7	C: -0.3	D: -5.1
structure: O=S(=O)(Cc1ccccc1)NCC1CCCN(Cc2ccon2)C1 (stereo unspecified)
  A: 0.6	B: 7.6	C: 0.0	D: 9.3
structure: Cn1c(SCC#N)nc2ccccc2c1=O
  A: 1.0	B: -11.9	C: 0.0	D: -10.5
structure: C/C(=N/NC(=O)c1c(N)no[n+]1[O-])c1nnn(-c2ccc([N+](=O)[O-])cc2)c1C
  A: -1.1	B: 0.2	C: 0.2	D: -8.7
structure: CCCCNC(=O)CN(CCc1ccccc1)S(C)(=O)=O
  A: -1.0	B: -0.5	C: 0.0	D: -8.0
structure: CCN(CC)Cc1ccc(C(=O)NC23CC4CC(CC(C4)C2)C3)c(=O)[nH]1
  A: 1.5	B: 0.7	C: 0.0	D: -0.3
structure: Cc1cc2ccccc2n2c(=O)n(CC(=O)N(C)C3CCCCC3)nc12
  A: -1.1	B: -3.0	C: -0.2	D: 14.2
structure: Cc1ccc(S(=O)(=O)N(CC(O)Cn2c3ccccc3c3ccccc32)c2ccccc2C)cc1 (stereo unspecified)
  A: 0.3	B: 6.4	C: 0.0	D: 6.2
structure: CC(C(=O)NCc1ccccc1)N1C(=O)c2cccc([N+](=O)[O-])c2C1=O (stereo unspecified)
  A: 0.5	B: 3.5	C: -0.1	D: 10.7

(cont.)
Letters: A = GPR151 ag; B = TEAD-YAP inh; C = FBW7 activator; D = MITF inh
structure: Cc1c(C(=O)Nc2ccc(S(=O)(=O)N3CCCCCC3)cc2)cccc1[N+](=O)[O-]
  A: 2.7	B: 9.9	C: 0.4	D: 22.5
structure: COC(=O)c1c(NC(=O)COc2ccc(C)cc2Br)sc2c1CCCC2
  A: -2.2	B: -11.8	C: -0.1	D: -13.5
structure: CCn1c(COc2ccccc2C)nnc1SCC(=O)N(C)C
  A: -0.9	B: 6.4	C: 0.2	D: 16.5
structure: Clc1ccc2nc(CSc3nnc4c(n3)[nH]c3ccccc34)cn2c1
  A: 1.5	B: -1.5	C: 0.0	D: 7.3
structure: O=C(NC(=O)N1CCC2(CC1)OCc1cc(F)ccc1O2)c1ccccc1
  A: 0.1	B: -14.1	C: -0.3	D: 1.6
structure: O=C(N/N=C/c1ccccc1)C(=O)Nc1ccccc1OC(F)(F)C(F)F
  A: -0.5	B: 3.9	C: 0.5	D: 13.9
structure: FC(F)(F)Oc1ccc(CN2CCOCC2)cc1
  A: -0.9	B: 3.9	C: 0.9	D: -2.2
structure: Cc1ccc(S(=O)(=O)n2cnc3cc(C)c(C)cc32)cc1C
  A: 0.6	B: 38.7*	C: 0.1	D: 23.5
structure: O=C(CCn1c(=O)[nH]c2ccccc21)NCC1CCC2(CCN(Cc3cccnc3)CC2)O1 (stereo unspecified)
  A: -0.4	B: -4.8	C: 0.1	D: -21.8
structure: COC(=O)C1=C(C)N(Cc2ccccc2)C(=O)/C1=C\c1cccc(Br)c1
  A: 0.5	B: 4.7	C: 0.0	D: -15.2
structure: O=C(NCCN1CCCCC1CO)c1ccc(OC2CCN(C(=O)C3CC3)CC2)cc1 (stereo unspecified)
  A: -3.1	B: 1.4	C: 0.2	D: -14.1
structure: CCc1nnc2n1N(C(C)=O)C(c1ccccc1)=C(C(C)=O)S2
  A: 0.9	B: 5.6	C: -0.1	D: -8.2
structure: COc1cc(/C=C2/N=C(c3ccco3)OC2=O)ccc1O
  A: 0.7	B: 3.2	C: -0.1	D: -2.2
structure: O=S(=O)(c1cccc(F)c1)N1CCCC(c2nc(-c3ccc(F)cc3)no2)C1 (stereo unspecified)
  A: 0.4	B: 21.6	C: 0.1	D: -4.0
structure: COC(=O)C(NC(C)=O)(Nc1sc2c(c1C(N)=O)CCCC2)C(F)(F)F (stereo unspecified)
  A: 0.0	B: -2.2	C: 0.0	D: -18.9

The final 2 entries of the part above are carried over, then new ones follow.
Letters: A = GPR151 ag; B = TEAD-YAP inh; C = FBW7 activator; D = MITF inh
structure: O=S(=O)(c1cccc(F)c1)N1CCCC(c2nc(-c3ccc(F)cc3)no2)C1 (stereo unspecified)
  A: 0.4	B: 21.6	C: 0.1	D: -4.0
structure: COC(=O)C(NC(C)=O)(Nc1sc2c(c1C(N)=O)CCCC2)C(F)(F)F (stereo unspecified)
  A: 0.0	B: -2.2	C: 0.0	D: -18.9
structure: CCC(C)[C@@H](C(=O)Nc1ccc2c(c1)OCO2)N1Cc2ccccc2C1=O (stereo partly specified)
  A: -0.4	B: 0.8	C: 0.0	D: 11.0
structure: O=C(CN1CCN(Cc2ccccc2)CC1)Nc1ccc(Br)cc1
  A: 0.4	B: 2.3	C: -0.1	D: -7.9
structure: Cc1ccc(OCC(O)Cn2c(C)nc3ccccc32)cc1 (stereo unspecified)
  A: 1.1	B: 15.3	C: 0.1	D: 0.6
structure: COCCn1c(=S)[nH]c2cc(C(=O)NC3CCCCCC3)ccc2c1=O
  A: -1.1	B: 1.3	C: 0.0	D: 4.1
structure: CC(C)[C@@H](Cn1nc(-c2ccc(F)c(F)c2)ccc1=O)NC(=O)c1cnccn1
  A: 0.1	B: -1.9	C: 0.1	D: 14.6
structure: O=[N+]([O-])c1cc(NS(=O)(=O)c2ccccc2)cc([N+](=O)[O-])c1
  A: -0.5	B: 8.8	C: -0.1	D: -56.8
structure: COc1ccc(C2C(C(N)=O)=C(C)Nc3nnnn32)cc1OC (stereo unspecified)
  A: 0.8	B: 11.4	C: -0.2	D: -6.8
structure: COC(=O)c1ccc(N2C(=O)C3C4C=CC(O4)C3C2=O)cc1 (stereo unspecified)
  A: 0.5	B: 6.1	C: 0.3	D: 2.0
structure: FC(F)Oc1ccc(/C=N/n2cnnc2)cc1
  A: 0.4	B: 9.2	C: 0.2	D: 6.9
structure: Cc1ccc(CNc2ccc(C(=O)Nc3cccc(C)c3)cc2[N+](=O)[O-])cc1
  A: 0.6	B: -2.4	C: 0.1	D: 9.3
structure: CCC(CC)C(=O)N(C)c1ccccc1
  A: -0.1	B: 15.1	C: -0.5	D: -12.4
structure: Cc1noc(C)c1-c1nc(NCCCN2CCCC2=O)c2ncn(C(C)C)c2n1
  A: -2.5	B: 4.7	C: 0.0	D: 8.3
structure: O=C(NCc1ccc(F)cc1Cl)c1coc(=O)c2ccccc12
  A: 2.3	B: 12.3	C: 0.0	D: -8.5
structure: CC(=O)N(C)c1ccc(N2CCCCC2)c2c1C(=O)c1ccccc1C2=O
  A: -0.7	B: -4.6	C: -0.3	D: 10.5
structure: CCOC(=O)C(C(C)CC)N(Cc1ccccc1)S(=O)(=O)c1cccc([N+](=O)[O-])c1 (stereo unspecified)
  A: -0.2	B: -5.6	C: -0.1	D: 9.1

The list continues.
Letters: A = GPR151 ag; B = TEAD-YAP inh; C = FBW7 activator; D = MITF inh
structure: OC1(c2ccc(F)cc2)CCN(Cc2nnnn2Cc2cccs2)CC1
  A: -1.3	B: -28.7	C: 1.4	D: 17.4
structure: Cc1nnc(SCCN2C(=O)c3ccccc3C2=O)s1
  A: -0.2	B: -0.1	C: -0.2	D: -0.3
structure: O=C(CCc1nc2cccnc2n1-c1ccccc1)NCCc1ccccc1
  A: 0.5	B: 16.6	C: -0.3	D: 9.5
structure: COC(=O)c1sc(NC(=O)C2c3ccccc3Oc3ccccc32)nc1C
  A: 0.2	B: -5.4	C: 0.1	D: -1.1
structure: COc1ccc(-n2c(=S)[nH]c3cc(C(=O)NCCc4ccc(Cl)cc4)ccc3c2=O)cc1OC
  A: -0.4	B: -5.8	C: 0.0	D: -14.0
structure: O=c1[nH]c2cc3c(cc2cc1C(c1nnnn1Cc1ccc(F)cc1)N1CCCC1)OCO3 (stereo unspecified)
  A: 1.3	B: 2.2	C: -0.3	D: -1.6
structure: O=C(NCc1nc(-c2cccnc2)n[nH]1)c1cccnc1
  A: -0.9	B: 0.8	C: 0.3	D: -8.2
structure: Cc1cccc(C)c1N1CCN(S(=O)(=O)N2CCOCC2)CC1
  A: -1.3	B: -19.1	C: 0.0	D: 5.0
structure: CCOc1cc(C2C(C#N)=C(N)Oc3c2ccc2ccccc32)ccc1O (stereo unspecified)
  A: -0.3	B: 12.1	C: 0.1	D: 16.5
structure: Cc1ccc(NC(=O)c2nnn(-c3ccc(OC(F)(F)F)cc3)c2N)cc1
  A: 0.3	B: -3.8	C: 0.4	D: 19.3
structure: Cc1cc(NCCc2ccc(S(N)(=O)=O)cc2)n2nc(-c3ccc(Cl)cc3)cc2n1
  A: -2.8	B: 11.2	C: 0.8	D: -0.9
structure: COc1ccc2[nH]c(=O)c(CN(CCCO)Cc3nnnn3CC3CCCO3)cc2c1 (stereo unspecified)
  A: 2.1	B: 5.2	C: 0.0	D: 2.3
structure: O=C1NC(=O)N(C2CCCCC2)C(=O)/C1=C/c1ccccc1Cl
  A: -1.8	B: 7.8	C: -0.9	D: -0.7
structure: O=C(Nc1ccc2c(c1)CCC2)c1ccc2c(=O)n(-c3ccccc3)c(=S)[nH]c2c1
  A: 3.6	B: 5.5	C: 0.1	D: 7.5
structure: CCOc1cc(C(c2c(C)n(C)n(-c3ccccc3)c2=O)c2c(C)n(C)n(-c3ccccc3)c2=O)cc(Br)c1O
  A: 1.4	B: 4.6	C: 0.2	D: 6.9

Entries of single compounds, quoted from the list.
`Cc1ccc(NC(=O)c2nnn(-c3ccc(OC(F)(F)F)cc3)c2N)cc1` is listed with GPR151 ag = 0.3; TEAD-YAP inh = -3.8; FBW7 activator = 0.4; MITF inh = 19.3
`Cc1nnc(SCCN2C(=O)c3ccccc3C2=O)s1` is listed with GPR151 ag = -0.2; TEAD-YAP inh = -0.1; FBW7 activator = -0.2; MITF inh = -0.3
`O=C(Nc1ccc2c(c1)CCC2)c1ccc2c(=O)n(-c3ccccc3)c(=S)[nH]c2c1` is listed with GPR151 ag = 3.6; TEAD-YAP inh = 5.5; FBW7 activator = 0.1; MITF inh = 7.5

Following part.
Letters: A = GPR151 ag; B = TEAD-YAP inh; C = FBW7 activator; D = MITF inh
structure: Cc1cc(=O)[nH]c(N/N=C/c2ccc(-c3ccccc3)cc2)n1
  A: -0.4	B: 7.0	C: 0.1	D: 5.0
structure: CC(=O)N1CCc2c(sc(NC(=O)CCS(=O)(=O)c3ccc(F)cc3)c2C#N)C1
  A: 1.6	B: -0.6	C: 0.1	D: 12.8
structure: CC(=O)NCCn1c(SCC(=O)NCCC(C)C)nc2ccccc2c1=O
  A: -0.1	B: -0.6	C: -0.1	D: 6.4
structure: CN1CCN(C(=O)c2ccc(-c3ccc(C(=O)NCCO)s3)cc2)CC1
  A: 3.1	B: -6.4	C: 0.1	D: 0.9
structure: CCn1c(=NC(=O)CS(=O)(=O)c2ccc(F)cc2)sc2cccc(OC)c21
  A: 0.7	B: -7.1	C: -0.1	D: -5.4
structure: O=C(NCc1cccs1)c1cc(S(=O)(=O)N2CCCCC2)c[nH]1
  A: 3.1	B: -4.0	C: -0.1	D: -3.0
structure: O=c1c2c3c(sc2nc(SCc2ccc(Br)cc2)n1Cc1ccccc1)CCCC3
  A: -1.1	B: -2.2	C: 0.1	D: 2.3
structure: CCOC(=O)c1ccc(NC(=O)c2cc(S(=O)(=O)N(CC)CC)ccc2Cl)cc1
  A: 1.4	B: 17.9	C: -0.1	D: 11.3
structure: CC1CC(Nc2ccccc2)c2ccccc2N1C(=O)c1cccnc1 (stereo unspecified)
  A: -0.1	B: 19.9	C: -0.2	D: 0.3
structure: O=C(COC(=O)c1cc(=O)c2ccccc2o1)Nc1cccc(Oc2ccccc2)c1
  A: -0.2	B: 13.7	C: 0.2	D: 25.4
structure: CC1CCN(c2nc(Nc3ccc([N+](=O)[O-])cc3)nc(N3CCC(C)CC3)n2)CC1
  A: 0.4	B: -0.3	C: -0.2	D: -1.3
structure: CC(=O)c1ccc(NC(=O)CCCn2nc(C)c([N+](=O)[O-])c2C)cc1
  A: 0.7	B: -29.5	C: -0.1	D: -29.2
structure: CCOc1ccc(NC(=O)CSc2nnc(-c3cccc(NC(C)=O)c3)n2C)cc1
  A: -0.3	B: 11.9	C: -0.2	D: -16.4
structure: COC(=O)Cn1c(O)c(N=NC(=O)CNC(=O)c2ccccc2OC)c2ccccc21
  A: 0.0	B: -4.0	C: 0.0	D: 4.9
structure: CCOC1CCCCC1NS(=O)(=O)c1ccc(Cl)cc1 (stereo unspecified)
  A: -0.7	B: -3.9	C: 0.1	D: 10.9
structure: CC(=O)N(C)c1ccc(NC(=O)COc2ccc(Cl)cc2C)cc1
  A: -0.8	B: -15.6	C: 0.5	D: 12.9
structure: CCC(C)NC(=O)c1ccc(CNS(=O)(=O)c2ccc(C)cc2)cc1 (stereo unspecified)
  A: 0.9	B: 0.8	C: 0.0	D: 7.9

Screening data (PubChem BioAssay)
